# High-throughput results (PubChem)
# Pemphigus Ab inh: blocks pemphigus antibody binding to human desmoglein-3 | 310,000 compounds, 0.48% hits | DSG3-coupled beads, scFv-anti-DSG3-GFP binding, flow cytometry; active compounds read low | AID 588358 | P32926 | binding (percent of control), % at 10 µM;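 active means binding more than 3 SD below its plate's average and above zero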;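 further: hits lower antibody fragment binding to DSG3; some compounds called inactive have numbers as strong as hits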
# Target sequence (P32926 whole entry, looked up, the tested form may be a part): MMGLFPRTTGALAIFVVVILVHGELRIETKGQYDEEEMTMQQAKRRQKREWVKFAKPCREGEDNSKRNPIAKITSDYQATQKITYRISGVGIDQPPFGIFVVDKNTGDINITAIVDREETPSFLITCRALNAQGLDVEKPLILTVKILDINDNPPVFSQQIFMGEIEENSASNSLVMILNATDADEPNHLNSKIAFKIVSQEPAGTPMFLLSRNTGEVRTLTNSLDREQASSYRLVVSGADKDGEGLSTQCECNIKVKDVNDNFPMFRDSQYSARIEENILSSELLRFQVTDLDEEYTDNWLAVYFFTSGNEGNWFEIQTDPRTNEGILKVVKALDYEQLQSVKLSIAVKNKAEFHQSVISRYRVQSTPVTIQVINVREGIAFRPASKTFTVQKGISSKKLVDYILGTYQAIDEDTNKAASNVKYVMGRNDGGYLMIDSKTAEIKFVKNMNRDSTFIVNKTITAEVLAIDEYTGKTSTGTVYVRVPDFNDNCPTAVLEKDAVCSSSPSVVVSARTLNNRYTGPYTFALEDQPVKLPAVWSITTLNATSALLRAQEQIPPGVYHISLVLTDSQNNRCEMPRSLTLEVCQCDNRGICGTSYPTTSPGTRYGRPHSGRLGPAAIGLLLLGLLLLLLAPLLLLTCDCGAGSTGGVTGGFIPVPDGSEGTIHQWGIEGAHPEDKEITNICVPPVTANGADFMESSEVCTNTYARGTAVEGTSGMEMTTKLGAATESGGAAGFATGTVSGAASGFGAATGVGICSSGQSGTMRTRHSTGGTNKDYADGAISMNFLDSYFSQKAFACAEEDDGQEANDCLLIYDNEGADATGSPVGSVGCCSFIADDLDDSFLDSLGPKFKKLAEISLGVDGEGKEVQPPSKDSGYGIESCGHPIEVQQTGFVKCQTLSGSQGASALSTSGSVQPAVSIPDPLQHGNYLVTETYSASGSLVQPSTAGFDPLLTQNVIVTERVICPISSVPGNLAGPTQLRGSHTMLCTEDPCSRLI
# OPRM1-OPRD1 ag: OPRM1-OPRD1 heterodimerization agonism; AID 504326; cells, luminescence; 340,000 compounds, 0.3% hits; activation, % at 9.3 µM; P35372+P41143; in the data active means activation above about 18%;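 further: 0% = vehicle-treated cells and 100% = reference agonist; values of inactives mirror those of a sister screen read the other way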
# HTR5A inv ctr: inverse agonist of human HTR5A in OPRM1-OPRD1 counter-screen; HTR5A cell line, luminescence, inverse agonism; 340,000 compounds, 0.083% hits; inhibition, % at 9.3 µM; P47898; in the data active means inhibition mostly above about 23%, no sharp cut-off; inactive means mostly below about 18%;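 further: 0% = cells with DMSO and 100% = no-cell wells with DMSO; some compounds called inactive have numbers as strong as hits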
# Arr AP2 block: inhibitors of human beta-arrestin and AP2 interaction; inhibition, % at 10 µM; 340,000 compounds, 0.31% hits; FITC-arrestin peptide / GST-AP2 beads, flow cytometry; AP2 beta2 appendage carries R879A mutation; AID 504490;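 active means inhibition above a set limit, near 3 SD of compounds lacking own fluorescence, cut at about 54% in these data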;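 further: plate controls were DMSO wells for no effect and 5 µM unlabelled arrestin peptide for full effect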
#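 Material – AP2 appendage R879A on GSH beads · Buffer or medium – PBS with 0.05% Tween 20 and 0.1% BSA · Probe or stimulus – fluorescein-tagged arrestin peptide at 50 nM final · Incubation – compound with beads 12 min RT, then probe 1 h RT · Detection – high-throughput flow cytometry of beads, ex 488, em 535 nm · Evaluation – percent response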
# HTR5A ag: activates human HTR5A in OPRM1-OPRD1 agonist counter-screen; activation, % at 9.3 µM; 340,000 compounds, 0.61% hits; AID 504692; HTR5A agonist assay, luminescence, cell-based; in the data active means activation mostly above about 9.5%, no sharp cut-off; inactive means mostly below about 7.6%;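 further: 0% = cells with vehicle only and 100% = reference agonist; strong numbers were not always called active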
# PKA-R1A act: activates the PKA-R1A holoenzyme complex; PKA-R1A dissociation, Cy5-IP20 fluorescence polarization; scaled: DMSO 0%, 113 µM cGMP 100%; activation, % at 11.4 µM; 340,000 compounds, 0.083% hits;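 active means percent activation above the mean of all tested compounds plus 3 SD, cut at about 19% in these data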;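 further: higher means more PKAc released from R1A so a rise in polarization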
# DAGLB inhibitor: diacylglycerol lipase beta (human) inhibition; HEK293T DAGLB membrane lysate, EnzChek fluorogenic substrate; 340,000 compounds, 0.059% hits; Q8NCG7; inhibition, % at 5.17 µM; in the data active means inhibition above about 34%;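 further: 0% = enzyme with vehicle and 100% = wells lacking enzyme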
# OPRM1-OPRD1 inv: inverse agonists of human mu-delta opioid receptor heterodimerization | P35372+P41143 | cell-based MOR-DOR heterodimer luminescence, inverse agonism | inhibition, % at 9.3 µM | 340,000 compounds, 0.21% hits; in the data active means inhibition above about 22%, passing the limit was not always enough;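 further: 0% = cells with DMSO and 100% = wells without cells with DMSO; values of inactives mirror those of a sister screen read the other way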
# PKA-R2B activ: activates the human PKA-R2B holoenzyme complex | P22694+P31323 | PKA-R2B holoenzyme dissociation, Cy5-IP20 fluorescence polarization; R2B truncated from residue 108, S112A mutant; 0% DMSO only, 100% 113 µM cGMP | activation, % at 11.4 µM | 340,000 compounds, 0.079% hits | AID 504700;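 active means activation above a cutoff set at the mean over all compounds plus 3 SD, cut at about 18% in these data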;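 further: higher means more holoenzyme dissociation and a rise in polarization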
# V-ATPase pH: regulators of yeast V-ATPase proton transport | S. cerevisiae, pHLuorin cytosolic pH fluorescence | response, % at 10 µM | 350,000 compounds, 0.37% hits | AID 504577; in the data active means response mostly above about 7.3%, no sharp cut-off; inactive means mostly below about 5.4%; further: actives read high; inactives centre near 0; some compounds called inactive have numbers as strong as hits; reference of the scale not given here
# Active calls of the source: *; . = no result given.
SMILES,Pemphigus Ab inh,OPRM1-OPRD1 ag,HTR5A inv ctr,Arr AP2 block,HTR5A ag,PKA-R1A act,DAGLB inhibitor,OPRM1-OPRD1 inv,PKA-R2B activ,V-ATPase pH
COc1ccc(CCC(=O)NCCc2nc3ccccc3[nH]2)cc1,119.8,0.3,3.3,17.1,-1.3,-10.5,-3.4,-1.4,-6.8,-2.8
CCCc1cc(N2CCOCC2)n2ncc(-c3ccccc3)c2n1,101.8,0.3,-6.9,-2.2,2.0,-3.2,-3.6,-1.2,1.4,1.2
Cc1nn(C)c(C(=O)NNC(=S)NC2CCCCC2)c1Cl,.,-1.6,9.2,-1.1,-0.7,-0.4,4.3,8.1,-4.3,-4.9
O=c1[nH]c2c(s1)C(c1ccc(O)cc1)C1C3CCC(C3)C1S2 (stereo not drawn),103.0,0.8,14.7,-0.1,-5.2,3.9,3.1,-4.1,-8.2,0.1
Clc1cccc(CSc2nc3ccncc3[nH]2)c1,113.9,-0.3,2.8,9.3,2.4,-7.7,1.1,1.5,-3.7,1.0
Cc1ccc(NC(=S)N2CCN(c3ncccn3)CC2)cc1C,.,-0.8,-8.0,2.8,-1.4,-8.8,-5.2,4.4,-4.7,-1.0
Cc1ccccc1OCC(=O)N/N=C/c1ccc(Sc2nc3ccccc3s2)o1,.,1.8,-2.9,-6.3,1.1,-15.7,-3.6,-10.6,1.3,-1.3
Cc1ccc(NC(=S)Nc2ccc(S(=O)(=O)N3CCOCC3)cc2)cc1S(=O)(=O)N1CCOCC1,97.3,1.9,-3.9,6.8,1.5,-0.9,0.8,-9.7,-13.8,-3.6
Cc1ccc2cccc(N)c2n1,106.9,-0.2,-2.0,-20.6,0.7,7.4,-3.5,1.2,-1.2,-2.4
CC1=CC(=O)C=C/C1=C(/c1ccc(O)cc1C)c1ccccc1S(=O)(=O)O,102.5,-6.8,1.2,-12.7,-0.5,6.1,4.0,27.0,-6.9,-0.8
Cc1cccc(NC(=O)C2CCN(C(=O)c3ccc(F)cc3)CC2)n1,102.1,-1.3,-10.7,50.0,4.3,3.9,-4.3,7.2,-2.1,-4.5
O=C(CN1CCCc2ccccc21)NC(=O)NCc1ccco1,112.2,-3.1,-14.2,8.8,-0.9,-12.6,-0.6,14.2,-13.6,2.0
Cc1nc(C)c(-c2csc(NCc3ccccc3)n2)s1,101.2,-1.6,10.3,15.2,-0.9,-8.7,3.7,9.5,1.6,-1.6
COC(=O)C(C)(C)ONC(=O)Nc1ccccc1Cl,105.3,-3.2,10.7,13.6,1.3,-0.1,-4.1,15.8,-4.6,-1.4
O=C(NCCOc1ccccc1F)c1cc(F)c(F)cc1Cl,102.8,-1.4,8.2,9.9,-1.7,3.3,-3.4,6.8,-3.3,0.1
Cn1c2ccccc2c2nn(-c3ccccc3)c(=O)cc21,105.9,-0.6,15.1,7.8,1.0,-1.0,-5.3,3.6,3.0,-0.2
Cc1cc2ncc(-c3cccc(Cl)c3)cn2n1,109.2,-0.7,-14.5,3.2,5.3,3.2,1.3,3.5,-6.8,-3.2
COCC(=O)N/N=C\c1ccc(OC/C=C/c2ccccc2)c(OC)c1,111.4,-1.7,-28.2,38.7,11.0,-10.7,-3.0,6.9,-11.2,-1.0
O=C(NCCc1nc(-c2ccccc2Cl)no1)C1CCCCC1,112.0,-0.4,-7.7,11.0,4.5,-10.8,-2.0,2.6,11.1,-0.2
CCOC(=O)N/N=C(\C)c1ccccc1OC(F)F,116.7,-2.4,18.6,1.2,-0.9,11.9,-0.2,12.7,-2.5,-1.7
O=C(/C=C/c1ccco1)N(Cc1cccc(F)c1)C1CCS(=O)(=O)C1 (stereo not drawn),98.7,-0.7,3.7,-2.4,-1.8,-13.1,0.6,3.7,-1.1,3.3
Cc1cc(C)cc(NC(=O)COC(=O)Cn2cnc3c2c(=O)n(C)c(=O)n3C)c1,98.9,-3.0,-2.4,-0.4,1.0,-11.6,0.0,12.0,3.5,-0.3
COc1cccc(NC(=O)CSc2nnnn2C2CCCCC2)c1,87.7,1.2,-6.9,-1.9,2.4,-2.1,-2.0,-7.5,-8.9,-0.2
O=C(/C=C/c1ccc(S(=O)(=O)NCc2ccco2)cc1)NCc1cccc(Cl)c1,101.7,-1.0,6.3,0.3,-1.9,-7.2,-2.5,5.9,-4.6,-0.4
O=c1[nH]cnc2sc3c(c12)CCC3,97.7,-0.8,2.5,-5.0,2.4,1.1,-3.9,4.3,5.9,-1.3
CN(c1cccc(NC(=O)CN(c2cccc(Cl)c2)S(=O)(=O)c2ccc(Cl)cc2)c1)S(C)(=O)=O,107.7,0.8,-6.3,9.5,1.9,2.9,-0.4,-4.3,-8.4,0.5
O=C(COc1ccc2c3c(c(=O)oc2c1)CCC3)Nc1ccc(CCO)cc1,95.9,-0.9,-10.1,14.8,2.5,-5.3,-0.2,4.6,-11.9,-4.0
NC(=S)NN=C1c2cc(OCCN3CCOCC3)ccc2-c2ccc(OCCN3CCOCC3)cc21,91.5,3.2,-33.4,-2.1,9.2,-17.5,4.2,-16.6,-4.4,-0.7
COCCOc1ccc(C(F)(F)F)cc1NC(=O)COC(=O)Cc1c[nH]c2ccccc12,102.7,1.7,-3.8,40.0,2.0,-7.1,-2.6,-6.8,-2.9,-1.5
COC(=O)C1=C(NC(=O)C(C)(C)C)CCS1,100.7,-0.3,15.3,5.0,-1.2,-5.8,-1.1,1.7,-5.4,6.0
Cc1cc(C)n2nc(NCc3ccccc3)nc2n1,98.3,-0.1,-14.2,0.7,6.0,5.3,0.8,0.7,0.0,-1.4
Cc1cc(C)n2nc(-c3ccc(Br)cc3)cc2n1,122.5,0.8,-10.5,-1.3,2.8,-7.4,-5.5,-4.1,2.1,-2.2
N#Cc1cc2c(nc1SCc1ccccc1)CCC2,.,-1.3,-8.0,18.5,3.0,-5.1,-5.6,7.8,-10.5,0.6
O=C(Nc1ccccc1C(F)(F)F)N1CCC(N2CCCCC2)CC1,106.6,2.8,5.1,-0.2,-1.9,-12.0,-2.4,-15.9,-13.0,-0.8
COc1cc(NC(=O)c2cc(-c3ccc(C)cc3)on2)cc(OC)c1OC,118.5,-0.4,2.9,-0.6,-0.8,-17.8,-0.7,2.2,2.2,0.2
CN1CCN(c2ccc(S(=O)(=O)N3CCCCC3)cc2NC(=O)COc2ccc([N+](=O)[O-])cc2)CC1,99.7,-0.5,1.0,36.9,-0.6,-6.4,2.7,3.0,0.9,-2.7
O=C(NCCN1CCOCC1)c1c(F)c(F)c(F)c(F)c1F,.,0.1,-1.8,-0.6,0.7,8.2,-0.3,-0.5,0.6,6.3
NC(=N\N=CCc1ccccc1)/C(N)=N/N=CCc1ccccc1,117.0,-3.6,-11.6,-4.7,2.9,-8.4,0.9,17.4,1.5,-0.7
O=C(NCc1ccccn1)Nc1ccccc1Cl,111.1,-1.6,-8.5,-7.7,-1.4,-7.5,-0.9,8.4,7.9,-3.7
COc1ccc(C(O)P(=O)(OCCC(C)C)c2ccc(N(C)C)cc2)cc1 (stereo not drawn),88.0,-2.6,1.9,21.7,-0.5,-0.8,-7.2,11.6,0.0,-2.2
Cc1ccc(C)c(NC(=O)CSc2nnc([C@@H](N)Cc3ccccc3)o2)c1,104.0,-2.1,-1.1,5.9,4.1,-2.0,1.8,9.6,-7.3,0.9
COc1cc(C(=O)NCC(=O)N/N=C(\C)Cc2ccccc2)cc(OC)c1OC,.,-2.7,21.3,-1.8,3.6,-4.8,0.7,13.9,-3.7,0.1
Cc1ccc2c(c1)N(S(=O)(=O)c1ccc3c(c1)NC(=O)CC(=O)N3)CCO2,110.1,-1.2,3.3,3.3,-1.2,6.7,3.8,6.0,4.4,-0.1
COc1ccc(-n2c(SCc3ccc([N+](=O)[O-])cc3)nnc2-c2ccccc2)cc1,.,-0.2,11.0,-4.2,1.8,9.5,-2.9,1.0,6.0,-1.5
COc1ccc(N2CCN(C(=O)Cc3ccc(-n4c(=O)[nH]c5ccccc5c4=O)cc3)CC2)cc1,.,-1.6,-7.2,-12.0,2.7,0.8,-1.7,10.0,-5.3,-3.8
CC1=CC2=NC(=O)/C(=C\c3cc(C)n(-c4ccccc4F)c3C)C(=N)N2O1,119.3,-1.9,0.9,27.1,-0.4,-4.0,-6.2,10.1,7.2,-3.7
COc1ccc(C2(c3ccc(OC)cc3)NC(=O)N(CC(=O)NCC(C)c3ccccc3)C2=O)cc1 (stereo not drawn),109.7,-0.7,6.2,-14.2,-2.5,-6.5,0.5,2.9,-8.6,4.2
O=C(CCC(=O)OCCCC(F)(F)C(F)(F)F)Nc1ccccc1,109.2,1.8,-9.5,6.0,4.3,-5.7,1.0,-9.8,-6.7,-0.1

# Reprinted from the part before: two entries, then new ones.
SMILES,Pemphigus Ab inh,OPRM1-OPRD1 ag,HTR5A inv ctr,Arr AP2 block,HTR5A ag,PKA-R1A act,DAGLB inhibitor,OPRM1-OPRD1 inv,PKA-R2B activ,V-ATPase pH
COc1ccc(C2(c3ccc(OC)cc3)NC(=O)N(CC(=O)NCC(C)c3ccccc3)C2=O)cc1 (stereo not drawn),109.7,-0.7,6.2,-14.2,-2.5,-6.5,0.5,2.9,-8.6,4.2
O=C(CCC(=O)OCCCC(F)(F)C(F)(F)F)Nc1ccccc1,109.2,1.8,-9.5,6.0,4.3,-5.7,1.0,-9.8,-6.7,-0.1
O=C(O)c1ccc2c(=O)n(-c3ccc(F)cc3)c(=S)[nH]c2c1,99.9,-2.8,-17.4,37.2,6.1,4.7,2.5,15.0,0.3,13.3*
Cc1cc(N(C)/N=C/c2ccccc2O)nc(-c2ccccc2O)n1,105.5,-1.9,-24.8,-40.6,6.6,4.1,-3.0,9.5,-4.1,0.7
COc1ccc(-c2nnc(SCC(=O)Nc3nncs3)o2)cc1,100.3,-2.0,7.0,-35.7,-2.6,-7.1,-1.2,10.4,-2.3,0.7
CN(C)c1nc(N)nc(/C(C#N)=C/C2CC3C=CC2C3)n1 (stereo not drawn),104.2,-0.7,5.2,-0.5,2.7,8.0,-2.7,4.1,-0.9,0.0
C=CCN1C(=O)c2ccc(C(=O)N3CCN(S(=O)(=O)c4ccccc4Br)CC3)cc2C1=O,104.6,-0.6,-11.1,-15.6,-1.2,-9.6,0.3,3.6,0.2,2.0
Cc1ccc(C)c(OCC(=O)Nc2ccccc2N2CCCC2)c1,107.0,0.3,-1.6,37.9,-6.0,9.4,-12.9,-1.8,-6.7,3.5
CCNc1nc(Oc2ccccc2)nc(OC(C)C(=O)OCC)n1 (stereo not drawn),.,-1.7,6.9,8.3,0.5,-11.8,-3.5,7.0,-13.6,12.8
Cc1noc(C)c1C(=O)NC(C)C12CC3CC(CC(C3)C1)C2 (stereo not drawn),108.2,1.2,-9.4,-6.5,-1.4,5.5,-2.1,-8.4,-3.2,-3.9
CCCCNC(=O)CC1N=C2c3ccccc3N=C(SCC(=O)Nc3ccccc3OC)N2C1=O (stereo not drawn),.,-1.1,-15.9,0.9,9.8,-1.1,2.3,6.7,-7.1,-4.2
